ALDH1A1 block: qHTS Assay for Inhibitors of Aldehyde Dehydrogenase 1 (ALDH1A1); Aldehyde dehydrogenase 1A1 (Homo sapiens), P00352; Purified ALDH1A1, NADH fluorescence, propionaldehyde substrate; Potency, µM (series often up to 75.3 µM), without a hit: at the top dose activity, negative = inhibition, usual class: inhibitors; hit rate 7.3% among 220,000; AID 1030, 2008; active = well fitted inhibition curve with a large enough effect, not every such curve was filed as active; inconclusive = small, poorly fitted or top-dose-only effect, or another doubt; inactive = no such curve, though single readings can be large or run the other way;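 also: plate controls were no enzyme wells and a reference inhibitor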
Target sequence (P00352 whole entry, looked up): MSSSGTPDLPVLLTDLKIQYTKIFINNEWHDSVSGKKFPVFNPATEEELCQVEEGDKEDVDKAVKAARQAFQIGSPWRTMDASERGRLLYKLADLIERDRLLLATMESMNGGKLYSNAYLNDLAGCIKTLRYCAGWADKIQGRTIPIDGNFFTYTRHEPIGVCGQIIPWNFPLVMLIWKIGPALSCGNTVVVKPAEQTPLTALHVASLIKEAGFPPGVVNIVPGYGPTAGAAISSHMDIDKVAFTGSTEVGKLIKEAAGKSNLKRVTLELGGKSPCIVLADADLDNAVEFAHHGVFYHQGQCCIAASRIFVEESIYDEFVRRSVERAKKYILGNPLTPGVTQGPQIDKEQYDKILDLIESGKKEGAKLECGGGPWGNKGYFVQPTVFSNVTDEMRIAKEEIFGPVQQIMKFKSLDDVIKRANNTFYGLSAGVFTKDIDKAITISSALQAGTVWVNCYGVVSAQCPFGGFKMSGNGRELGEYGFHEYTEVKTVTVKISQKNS
L3MBTL1 inh: qHTS Assay for the Inhibitors of L3MBTL1; AID 485360, 2010; AlphaScreen L3MBTL1–H3K9me1 peptide binding; Potency, µM (series often up to 57.1 µM), for the others: at the top dose activity, negative = inhibition, most hits filed as inhibitors; hit rate 0.66% among 230,000; Lethal(3)malignant brain tumor-like protein 1 (Homo sapiens), Q9Y468; also: % is scaled to controls: 0 for no effect and ±100 for the full control effect; nearly all actives have a fitted effect of over 60% in size
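AlphaScreen proximity signal between nickel-chelate acceptor and streptavidin donor beads (final 10 ug/mL) reports binding of 50 nM L3MBTL1 to 75 nM biotin-H3 K9me1 peptide; complex incubated with compounds 30 min at room temperature; cefsulodin titration as control.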
KDM4E inh: qHTS Assay for Inhibitors of Human Jumonji Domain Containing 2E (JMJD2E); JMJD2E catalytic domain, FDH-coupled NADH fluorescence (FDH is formaldehyde dehydrogenase); Potency, µM (top dose mostly 57.1 µM), without a hit: top-dose activity change, negative = inhibition, actives largely listed as inhibitors; hit rate 1.6% among 230,000; AID 2147, 2009; active = well fitted inhibition curve with a large enough effect, not every such curve was filed as active; inconclusive = small, poorly fitted or top-dose-only effect, or another doubt; inactive = no such curve, though single readings can be large or run the other way;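 also: 0% = wells with enzyme and -100% = buffer wells without enzyme; nearly all actives have a fitted effect of over 50% in size; many of its hits are not listed in these tables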
Target sequence (B2RXH2 1-337 limits assumed): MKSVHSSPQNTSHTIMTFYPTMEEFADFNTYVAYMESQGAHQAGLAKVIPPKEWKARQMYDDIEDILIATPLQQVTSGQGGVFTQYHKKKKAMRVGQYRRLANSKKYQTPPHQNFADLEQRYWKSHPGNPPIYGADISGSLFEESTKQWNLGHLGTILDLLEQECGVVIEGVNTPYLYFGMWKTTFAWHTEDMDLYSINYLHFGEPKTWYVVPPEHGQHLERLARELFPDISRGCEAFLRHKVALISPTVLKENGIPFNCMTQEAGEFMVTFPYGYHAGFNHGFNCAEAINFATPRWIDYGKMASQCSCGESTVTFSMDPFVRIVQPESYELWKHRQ
RECQ1 inh: qHTS Assay for Inhibitors of RecQ-Like Dna Helicase 1 (RECQ1); hit rate 0.54% among 240,000; RECQ1 DNA unwinding, red fluorescence kinetic read; AID 2549, 2010; ATP-dependent DNA helicase Q1 (Homo sapiens), P46063; Potency, µM (series often up to 57.3 µM), for the others: at the highest dose activity, negative = inhibition, usual class: inhibitors;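 also: plate controls were vehicle for no effect and no enzyme for full effect; nearly all actives have a fitted effect of over 30% in size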
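RECQ1T1 50 nM; forked duplex (20 bp + 30-nt ss tails) 200 nM, ATP 2 mM final; pH 8.0, 2 mM MgCl2, 2.5 ug/ml poly(dI-dC); 15 min compound preincubation; discontinuous kinetic read over 2 h at RT.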
KinaseGlo FLuc: Counterscreen for Luciferase (Kinase-Glo TM) Inhibition | Kinase-Glo luciferase, ATP luminescence, 8 min | Potency, µM (highest dose often 38.3 µM), for inactives: top-dose activity change, negative = inhibition, most hits filed as inhibitors | hit rate 0.28% among 200,000 | AID 1379, 2008; also: % is scaled to controls: 0 for no effect and ±100 for the full control effect; nearly all actives have a fitted effect of over 60% in size
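Light output from Kinase-Glo luciferase with luciferin and 10 uM ATP in 50 mM imidazole pH 7.2, KCl, MgCl2, Tween 20, BSA; compound pin-delivered, 8-min ambient incubation, then luminescence read.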
SMN2 splice enh: qHTS Assay for Enhancers of SMN2 Splice Variant Expression | Potency, µM (top dose mostly 46.1 µM), without a hit: top-dose activity change, positive = activation, hits mostly activators | AID 1458, 2008 | HEK293 SMN2-luciferase splicing reporter, luminescence, 30-36 h | hit rate 2.8% among 210,000; also: % of control where 0% means no effect; nearly all actives have a fitted effect of over 55% in size
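HEK293 cells carry an SMN2 minigene-luciferase reporter in which exon 7 inclusion puts luciferase in frame. Cells were seeded at 2000 cells/well, attached for 10-12 hours, then exposed to compounds for 30-36 hours at 37C before ONE-Glo luminescence.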
LMNA splice mod: qHTS Assay for Modulators of Lamin A Splicing | HeLa LMNA splicing GFP/RFP minigene ratio, 48 h | Potency, µM (series often up to 46.1 µM), without a hit: at the top dose ratio change, negative = inhibition, actives largely listed as inhibitors | hit rate 0.01% among 200,000 | AID 1487, 2009; active = well fitted inhibition curve with a large enough effect in the signal ratio, with a control signal flat, not every such curve was filed as active; inconclusive = small, poorly fitted or top-dose-only effect, or effect the other way, or a change in a side signal; the % refers to the signal ratio; also: % is scaled to controls: 0 for no effect and ±100 for the full control effect
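S3 HeLa cells stably expressing lamin A-EGFP splicing minigene plus DsRed2, 600 cells/well, 48 h compound exposure at 37C. Laser-scanning cytometry; analysed as GFP (500-530 nm)/RFP (575-640 nm) total intensity ratio; 0.5% DMSO vehicle.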
Tau ThT inhib: qHTS for Inhibitors of Tau Fibril Formation, Thioflavin T Binding. Potency, µM (highest dose often 57.4 µM), for the others: at the highest dose activity, negative = inhibition, most hits filed as inhibitors. hit rate 2.1% among 270,000. Microtubule-associated protein tau (Homo sapiens), P10636. recombinant tau K18 P301L (four-repeat tau fragment), heparin-induced fibrillization, ThT fluorescence; also: % is scaled to controls: 0 for no effect and ±100 for the full control effect; nearly all actives have a fitted effect of over 55% in size
Target sequence (P10636 561-689 P618L limits assumed): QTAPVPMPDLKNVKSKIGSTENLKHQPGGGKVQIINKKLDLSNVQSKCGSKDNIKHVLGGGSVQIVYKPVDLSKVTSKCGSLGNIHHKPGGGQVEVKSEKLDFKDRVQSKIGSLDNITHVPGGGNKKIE
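Recombinant human tau K18 fragment […] carrying P301L, 15 uM unlabeled plus 0.24 uM Alexa 594-labeled, was fibrillized with 20 uM heparin in 100 mM sodium acetate pH 7 for 6 hr at 37 C; 30 uM ThT fluorescence read after 1 hr.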
Numbers without * were called inactive; i = inactive; u = inconclusive; x = no result given; [ ] = another dose, or the depositor's remark. Unless noted, calls follow the shape of the dose curve; as a rule, active = well fitted curve in the direction sought with a large enough effect; inconclusive = small, poorly fitted or top-dose-only effect, or another doubt; inactive = no such curve, though single readings can be large; an effect the other way counts as inactive or inconclusive. Potency is read from the fitted curve at half-maximal effect. Some of the compounds tested, so the mix of outcomes need not match the whole.

SMILES	ALDH1A1 block	L3MBTL1 inh	KDM4E inh	RECQ1 inh	KinaseGlo FLuc	SMN2 splice enh	LMNA splice mod	Tau ThT inhib
C#CCN(N(C)c1ncc(C(F)(F)F)cc1Cl)S(=O)(=O)c1ccc2ccccc2c1	-5%	x	-4%	-8%	-4%	-15%	8%	-2%
Cc1ccccc1Cn1c(=N)n(CC(O)c2ccco2)c2ccccc21 (configuration not stated)	13%	-9%	0%	-4%	4%	-12%	-25%	3%
CC(C)(C)C1(c2ccccc2)NC(=O)N(CC(=O)N2CCOCC2)C1=O (configuration not stated)	8%	x	13%	-3%	0%	5%	2%	4%
Cn1c(CCCOc2ccc(Cl)cc2Cl)nnc1SCC(=O)Nc1ccc(F)c(Cl)c1	5%	14%	-12%	3%	-1%	1%	1%	-6%
CN(CCO)C1=NS(=O)(=O)c2cc([N+](=O)[O-])ccc21	u	x	u	-7%	-1%	-48%[inhibitor]	x	2%
COc1cc(NC(=O)CCNS(=O)(=O)c2ccc3c(c2)CCC(=O)N3)cc(OC)c1	-17%	-3%	-2%	-12%	3%	-6%	-5%	-17%
COCCNC(=S)N1CCC(c2nc(-c3ccc(F)cc3)no2)CC1	-1%	10%	-29%	4%	-2%	x	u	-3%
COCCNS(=O)(=O)c1ccccc1	-5%	x	7%	-5%	6%	11%	20%	-2%
Cc1cc(N2CCN(C(=O)c3ccco3)CC2)n2nc(C)c(-c3ccccc3)c2n1	u	x	24%	i	-2%	-8%	-4%	-12%
CN(Cc1ccccc1)S(=O)(=O)c1ccc(NS(=O)(=O)Cc2ccccc2)cc1	u	x	5%	-7%	1%	-15%	u	-14%
O=C(NCc1cccs1)c1nc2c(nnn2Cc2ccccc2Cl)c(=O)[nH]1	-1%	9%	4%	16%	0%	-87%[inhibitor]	u	0%
Cc1ccc(S(=O)(=O)NC(C(=O)Oc2cc3oc(=O)cc(C)c3cc2Cl)C(C)C)cc1 (configuration not stated)	u	11%	u	-11%	0%	3%	-7%	u
C=CCOc1ccc(C2C(C(=O)c3ccco3)=C(O)C(=O)N2Cc2cccnc2)cc1 (configuration not stated)	u	-7%	u	-1%	-1%	-12%	13%	-14%
CCCn1c(O)c2ccc(C(=O)N=NC(=O)c3cccnc3)cc2c1O	u	4%	14%	-3%	-1%	-20%	4%	-9%
CC(C(=O)Nc1cccc([N+](=O)[O-])c1)n1nnc2ccccc21 (configuration not stated)	11%	3%	10%	-12%	-2%	-28%	-5%	1%
CCCCCOc1ccc(C2NC(=O)NC2=O)cc1 (configuration not stated)	5%	4%	-7%	-11%	1%	9%	u	0%
O=C(CCCOc1ccc(Cl)cc1Cl)NNC(=O)C1CCC1	1%	8%	7%	i	-4%	13%	2%[46 µM]	2%
NS(=O)(=O)c1ccc(NC(CNS(=O)(=O)c2ccccc2)c2ccccc2)cc1 (configuration not stated)	9%	x	-1%	-1%	2%	8%	x	3%
CC(C)(C)c1cccc(OCCCSc2ncccn2)c1	7%	36%[activator]	0%	-6%	-3%	-20%	u	-20%
COc1cc2nc(-c3ccccc3)nc(N3CCCC3)c2cc1OC	3%	4%	u	-13%	-3%	0%	6%	-9%
Cc1ccc2nc(C(=O)O)c(C(=O)O)nc2c1	-1%	x	-12%	-4%	0%	2%	-6%	-1%
O=C(O)c1c2c(nc3ccc(F)cc13)CCC2	19%	-1%	-1%	-1%	8%	-7%	3%	-1%
O=C(Nc1ccc(Cl)c(Cl)c1)Nc1cc(C(=O)NC2CC2)ccc1Cl	8%	-8%	u	5%	-1%	-14%	-8%	u
Cc1cccc(C(=O)NNC(=O)C(=O)NC(C)(C)C)c1	4%	0%	1%	2%	-3%	-28%	-6%	-4%
Cc1nc(N2CCN(C)CC2)c2sc(=S)n(-c3ccccc3)c2n1	-8%	u	4%	-3%	1%	-13%	-13%	-4%
New compounds follow:
SMILES	ALDH1A1 block	L3MBTL1 inh	KDM4E inh	RECQ1 inh	KinaseGlo FLuc	SMN2 splice enh	LMNA splice mod	Tau ThT inhib
Cc1cccc(-n2c(N)cc(=O)nc2SC(C)C(=O)NC2CCCCC2)c1 (configuration not stated)	5%	6%	-3%	0%	1%	-13%	u	-6%
C=CCC(C#Cc1ccccc1)[N+](C)(C)CC=C (configuration not stated)	3%	x	0%	18%	-6%	0%	0%	-13%
CCOC(=O)C1(C)C=C(Nc2ccc(OC)cc2)C(=O)N1c1ccc(OC)cc1 (configuration not stated)	2.8µM*	-1%	0%	-2%	-1%	-5%	-11%	4%
Cc1ccc(NC(=O)C(=O)NCCOc2ccc(Cl)cc2)c(C)c1	20%	8%	-1%	-6%	1%	-16%	-3%	-1%
Cc1ccc(C)c(C(=O)CSc2n[nH]c(C)n2)c1	u	-1%	u	-3%	x	x	5%	0%
CCN1CCN(Cc2ccc(NC(=O)Nc3cccs3)cc2)CC1	6%	-3%	-5%	-5%	-2%	u	-2%	-10%
Cc1ccc(S(=O)(=O)/C(C#N)=C/c2c(Oc3ccc(Cl)cc3)nc3c(C)cccn3c2=O)cc1	9%	6%	9%	-1%	-2%	-46%[inhibitor]	-4%	-2%
O=C(c1ccc(F)cc1)C1CCN(C(=O)Nc2ccc(F)cc2)CC1	9%	7%	-6%	-7%	-2%	-22%	-2%	-3%
S=c1nc(-c2ccc(Br)cc2)oc2c1CCCC2	-15%	x	-8%	i	0%	0%	-1%	u
Nc1c(Cl)ncnc1N1CCOCC1	-1%	0%	1%	5%	-2%	-6%	8%	-4%
CC(C)OCCCNS(=O)(=O)c1ccc2ccccc2c1	-7%	x	-1%	-7%	18%	-20%	-17%	-8%
CN(C(=O)COC(=O)/C=C/c1cccc([N+](=O)[O-])c1)C1CCS(=O)(=O)C1 (configuration not stated)	-4%	1%	u	-1%	x	x	x	4%
Cc1nnc(NC(=O)CSc2ccc3nnc(-c4ccccn4)n3n2)s1	-6%	x	u	2%	0%	-18%	6%[9.22 µM]	0%
CC(=O)Nc1ccc(Oc2cc(N)cc([N+](=O)[O-])c2)cc1	-3%	x	3%	-21%	1%	-5%	u	u
CCOc1ccc(C(=O)Nc2ccc(-c3cc4ccccc4oc3=O)c(C)c2)cc1[N+](=O)[O-]	-1%	11%	u	u	-1%	-11%[1.84 µM]	5%	u
COc1ccc(C(=O)NC2CCN(C(=S)Nc3ccc(C)c(C)c3)CC2)cc1	-3%	1%	7%	-6%	0%	-24%	-16%	-12%
O=C(CCN1CCN(c2ccccc2)CC1)N/N=C/c1ccccc1OC(F)F	-7%	-12%	-15%	i	1%	-9%	x	-12%
CSc1nc2ccc(NC(=O)c3cc4ccccc4o3)cc2s1	u	8%	u	-1%	x	x	-13%	0%
CCOC(=O)c1sc(N)c(C(=O)Nc2ccccc2OC)c1C	4.5µM*	6%	-18%	-10%	-3%	-19%	-10%[9.22 µM]	u
Fc1ccccc1C(c1nnnn1Cc1ccc2c(c1)OCO2)N1CCN(Cc2ccccc2)CC1 (configuration not stated)	u	-14%	-7%	-10%	-3%	-58%[inhibitor]	-10%	-6%
Nc1nccc(-c2cc(-c3ccc(Cl)cc3Cl)no2)n1	x	u	u	i	x	x	x	u
CNC(=S)N(CCc1ccc(S(N)(=O)=O)cc1)C1CC(=O)N(c2ccccc2F)C1=O (configuration not stated)	8%	-2%	u	-2%	1%	x	x	5%
CCOC(=O)N1CCN(S(=O)(=O)c2cc(OCC)ccc2OCC)CC1	-7%	4%	4%	0%	1%	4%	7%	-3%
Cc1ccc(N2C(=O)C(NC(=O)c3ccccc3F)(C(F)(F)F)C3=C2CC(C)(C)CC3=O)cc1 (configuration not stated)	5%	-4%	8%	-2%	3%	10%	u	-9%
Cc1ccc(NC(=O)CN2C(=O)S/C(=C\c3ccc(-c4cccc(C(=O)O)c4C)o3)C2=O)cc1C	-15%	-4%	u	12%	-1%	18%	x	u
Remaining list, next part
SMILES	ALDH1A1 block	L3MBTL1 inh	KDM4E inh	RECQ1 inh	KinaseGlo FLuc	SMN2 splice enh	LMNA splice mod	Tau ThT inhib
Cc1cccc(NC(=S)N/N=C/c2cccc(O)c2)c1C	x	-6%	7%	-4%	x	x	x	-6%
Cn1c(=O)c2c(nc(CN3CCN(CCO)CC3)n2Cc2cccc3ccccc23)n(C)c1=O	4.5µM*	x	2%	13%	-3%	u	u	-10%
CC(=O)N1C(O)CC(C)N1c1ccccc1 (configuration not stated)	7%	3%	4%	0%	-2%	u	-13%	11%
CCOc1cc(/C=C2\SC(=O)N(c3ccc(O)cc3)C2=O)ccc1O	x	-13%	-9%	-2%	x	x	x	u
CC(C)C1Oc2ccccc2N(CC(=O)N(Cc2ccccn2)CC2CCCO2)C1=O (configuration not stated)	-2%	0%	-4%	i	-1%	6%	-3%	-1%
COC(=O)c1c(-c2ccc(C)cc2)csc1NC(=S)NC(=O)c1cc(OC)cc(OC)c1	20µM*	-15%	-2%	4%	-1%	-13%	-8%	13%
COC(=O)c1ccc(NC(=S)NC2CC(C)(C)NC(C)(C)C2)cc1	0%	-3%	2%	-12%	0%	2%	-13%	-2%
O=C(OCc1ccc(Cl)cc1Cl)c1ccncc1	-3%	63%[activator]	5%	-7%	0%	-9%	24%	-5%
